Screening results (PubChem BioAssay)
CHT allo act: human CHT allosteric activation. Q9GZV3. CHT-expressing cells, membrane potential dye, choline EC20; stronger effect = higher value; LV-AA mutant CHT in HEK293 cells. B-score at 10 µM. 0.49% of 310,000 active. AID 488977;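 active = initial fluorescence not abnormally high and integrated response B-score, plate-corrected, over 3 SD above library mean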
Target sequence (Q9GZV3 whole entry, looked up): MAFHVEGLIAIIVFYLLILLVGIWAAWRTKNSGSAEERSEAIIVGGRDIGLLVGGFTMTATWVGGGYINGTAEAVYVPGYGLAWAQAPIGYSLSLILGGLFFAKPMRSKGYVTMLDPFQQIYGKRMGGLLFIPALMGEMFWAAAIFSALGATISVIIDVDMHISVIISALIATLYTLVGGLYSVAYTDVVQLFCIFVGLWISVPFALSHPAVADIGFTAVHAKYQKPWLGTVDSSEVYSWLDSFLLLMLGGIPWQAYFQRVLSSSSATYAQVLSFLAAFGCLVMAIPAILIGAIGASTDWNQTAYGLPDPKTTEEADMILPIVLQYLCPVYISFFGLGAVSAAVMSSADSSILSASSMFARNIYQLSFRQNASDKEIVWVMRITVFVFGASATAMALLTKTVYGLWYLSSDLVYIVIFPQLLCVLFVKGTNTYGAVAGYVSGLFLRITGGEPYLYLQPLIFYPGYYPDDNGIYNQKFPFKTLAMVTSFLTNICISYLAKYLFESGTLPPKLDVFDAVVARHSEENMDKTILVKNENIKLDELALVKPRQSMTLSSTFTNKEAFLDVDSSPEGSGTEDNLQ
OX1R antagonist: blocks the human orexin 1 receptor. O43613. CHO/OX1R cells, Fluo-8 calcium fluorescence, orexin A. inhibition, % at 5 µM. 0.43% of 330,000 active;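 active = inhibition above its plate's threshold, mean inhibition of all tested compounds on the plate plus 3 SD, cut at about 37% in these data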;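 note: 0% = orexin A challenge wells and 100% = SB-334867-A antagonist wells; not every result past the cut was called active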
Target sequence (O43613 whole entry, looked up): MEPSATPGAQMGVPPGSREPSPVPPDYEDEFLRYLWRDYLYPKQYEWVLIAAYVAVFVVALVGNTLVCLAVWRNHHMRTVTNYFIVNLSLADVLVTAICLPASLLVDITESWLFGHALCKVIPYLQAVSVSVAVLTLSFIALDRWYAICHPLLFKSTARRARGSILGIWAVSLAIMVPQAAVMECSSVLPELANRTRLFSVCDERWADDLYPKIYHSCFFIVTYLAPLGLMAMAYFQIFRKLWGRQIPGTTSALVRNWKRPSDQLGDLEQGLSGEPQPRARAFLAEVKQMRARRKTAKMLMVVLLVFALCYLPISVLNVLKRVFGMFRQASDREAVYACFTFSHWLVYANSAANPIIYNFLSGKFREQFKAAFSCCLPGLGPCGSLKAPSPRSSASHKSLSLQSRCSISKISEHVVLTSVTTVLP
* marks the source's active call; other numbers are inactive results; i = inactive; / = not tested or not shown.

Values in the order – CHT allo act | OX1R antagonist
NC(=O)c1ncc(C(F)(F)F)cc1Oc1cccnc1
 : i | -1
CCCCOc1ncnc2c1[nH]c1ccc(OCC)cc12
 : i | -7
O=C(Nc1ccc(S(=O)(=O)N2CCCCC2)cc1)c1ccco1
 : i | 9
CCOc1ccc(C(=O)NC(C(=O)NCC2CCCO2)C(C)C)cc1 (configuration not stated)
 : i | -17
CNCc1ccccc1Sc1ccc(O)c(O)c1
 : i | -12
COc1ccc(CNc2ccc(N3CCOCC3)cc2)cc1
 : i | -15
CCOC(=O)c1ccc(COC(=O)c2nonc2N)cc1
 : i | -11
COc1cccc(CNC(=O)c2ccc(Cl)c(S(=O)(=O)N3CCOCC3)c2)c1
 : / | -22
CCC(CO)(CO)N(CC(=O)Nc1ccc(OC)cc1)CC(=O)Nc1ccc(OC)cc1
 : i | -3
COC(=O)C1=C(C)N(Cc2ccccc2)C(=NCc2ccccc2)N[C@H]1c1cccc(C(F)(F)F)c1
 : / | 33
Cc1cc(C)nc(SCC(=O)Nc2ccc3c(c2)OCO3)n1
 : i | -6
O=C(NCc1ccccc1)C1CCN(S(=O)(=O)c2cc([N+](=O)[O-])ccc2Cl)CC1
 : i | -3
CC(C)CNC(=O)c1cc(-c2ccco2)on1
 : i | 13
NC(=O)c1c(NC(=O)c2ccc(N3C(=O)CCC3=O)cc2)sc2c1CCCC2
 : / | 1
COc1ccc(OC)c(NC(=O)COC(=O)c2c3c(nc4ccccc24)CCCC3)c1
 : i | 33
O=C(Nc1ccc(-c2csc(Nc3ccc(Cl)cc3)n2)cc1)c1ccccc1
 : / | 2
O=C(NCc1ccc(N2CCCC2=O)cc1)c1cnccn1
 : i | 2
O=C1NC[C@H](c2ccccc2)OC(=O)[C@@H](Cc2ccc(F)cc2)CC/C=C/C[C@H]1CC(=O)N(CCO)Cc1ccccc1
 : / | 8
COc1ccc(-c2cn3c4c(sc3n2)CCCC4)cc1
 : i | -35
CCCCC1=CC2=CC(=O)C(C)(OC(=O)CC)C(=O)C2=CN1c1ccccc1 (configuration not stated)
 : i | -20
c1coc(-c2nc3ccccc3nc2-c2ccco2)c1
 : i | -3
O=C(CS(=O)(=O)Cc1ccccc1)N1CCN(c2ccccc2F)CC1
 : i | -11
O=C(Nc1ccccc1N1CCN(C(=O)c2ccc(Cl)cc2)CC1)c1cc(Br)ccc1Cl
 : i | -44
O=C(Nc1nnc(-c2ccncc2)o1)c1ccccc1
 : i | -13
CCn1c(SCC(=O)C(C)(C)C)nnc1-c1ccccc1OC
 : i | -18
CC(=O)c1cccc(NC(=O)N2CCCC2C(=O)Nc2cccc(C)c2)c1 (configuration not stated)
 : i | -22
COc1ccc(NC(=O)C2CCN(S(=O)(=O)c3ccc(N4CCCC4=O)cc3)CC2)cc1OC
 : i | -17
S=C(Nc1ccc(-c2nc3ccccc3[nH]2)cc1)Nc1cccnc1
 : i | -10
Cc1ccc(O)c(C(=O)c2cnc3c(c2)CN(C)C(=O)N3)c1
 : i | -32
COC(=O)CN(c1ccccc1)S(=O)(=O)c1ccccc1
 : i | -10

Continued; it opens with the 4 that closed the last part.
Values in the order – CHT allo act | OX1R antagonist
COc1ccc(NC(=O)C2CCN(S(=O)(=O)c3ccc(N4CCCC4=O)cc3)CC2)cc1OC
 : i | -17
S=C(Nc1ccc(-c2nc3ccccc3[nH]2)cc1)Nc1cccnc1
 : i | -10
Cc1ccc(O)c(C(=O)c2cnc3c(c2)CN(C)C(=O)N3)c1
 : i | -32
COC(=O)CN(c1ccccc1)S(=O)(=O)c1ccccc1
 : i | -10
Cc1cc(C)cc(SCc2noc(C(=O)NC(C)C)c2C(=O)NC(C)C)c1
 : i | -28
O=[N+]([O-])c1ccc(OCCCn2cncn2)cc1
 : i | -3
N/C(=N\OC(=O)COc1ccc(Br)cc1Cl)c1ccccn1
 : i | -16
O=C(Nc1ccc2c(c1)CCCN2C(=O)c1cccs1)c1c(F)cccc1Cl
 : i | -18
Cc1cc(C)nc(NCC(O)CNc2ccccc2C)n1 (configuration not stated)
 : i | -12
Nc1nc(CN2CCC(Cc3ccccc3)CC2)nc(Nc2ccccc2)n1
 : i | -20
COc1ccc(N2C(=O)C3ON(C4SC(=S)N(C)C4(C)C)C(c4ccc([N+](=O)[O-])cc4)C3C2=O)cc1 (configuration not stated)
 : i | -8
O=C(Nc1ccccc1)N1CCC(n2c(=O)[nH]c3ccccc32)CC1
 : i | -18
CCOC(=O)c1c(CSc2cccs2)n(C)c2cc(Br)c(O)c(CN(C)C)c12
 : i | -36
Cc1csc(SCC(=O)N2CCN(S(=O)(=O)c3ccc(Cl)cc3)CC2)n1
 : i | -35
C#CCOCCOCCOCCNc1nc(N2CCN(C(=O)CCCCCCCCCCNC(=O)[C@@H](CCC(=O)O)n3cc(CCCCCN)nn3)CC2)nc(N2CCN(C(=O)CCCCCCCCCCNC(=O)[C@H](CO)n3cc(CCCSC)nn3)CC2)n1
 : i | -9
COCc1ccc(C(=O)N2CCCC(N3CCN(c4ccc(F)cc4)CC3)C2)o1 (configuration not stated)
 : i | -9
COc1ccc(NS(=O)(=O)c2ccc(NC(=O)c3ccc(CN4CCOCC4)cc3)cc2)cc1
 : i | 11
C=CCNC(=O)COC(=O)c1oc2ccccc2c1CSC1CCCCC1
 : i | -30
CCCC(=O)Nc1nc2nc(-c3ccccc3)cc(=O)n2[nH]1
 : i | 0
CCCCCn1c(=O)[nH]c2cc(C(=O)NCCCN3CCCCC3)ccc2c1=O
 : i | -13
Cc1nc2ccccc2n1/N=C/c1cccnc1
 : i | -7
CC(C)n1c(CN2CCN(Cc3ccccc3)CC2)nc2ccccc21
 : i | -12
CC(C)CCNC(=O)c1ccc(CS(=O)(=O)Cc2ccccc2F)o1
 : i | -31
CCOc1ccccc1OCC(=O)Nc1nc2ccccc2[nH]1
 : i | -24
NS(=O)(=O)c1ccc(N2N=C(c3ccccc3)CC2c2cccc(Cl)c2)cc1 (configuration not stated)
 : / | -4
Cc1ccc(NC(=O)C2CCCN(c3ncccn3)C2)cc1C (configuration not stated)
 : i | -27
COc1ccc(F)cc1S(=O)(=O)N1CCCN(S(=O)(=O)c2cc(F)ccc2OC)CC1
 : i | -23
Cc1cc(C)nc(N(C#N)Cc2ccccc2Cl)n1
 : i | -7
C=CC[C@@H](CC(=O)OC(C)(C)C)C(=O)OC[C@@H]1CCCN1C(=O)[C@@H](CC=C)CC(=O)N(CCO)Cc1ccccc1
 : / | -41
Cc1ccc2cc(CCNC(=O)C(C)C)c(=O)[nH]c2c1
 : i | -14
Cc1ccc(-c2ocnc2C(=O)N2CCN(C(=O)c3cccs3)CC2)cc1
 : i | -10
Cc1ccc2c(c1)CCCN2C(=O)c1ccco1
 : i | -12
O=C(Cc1ccc(S(=O)(=O)N2CCCC2)s1)Nc1cccc([N+](=O)[O-])c1
 : / | 19
CC(=O)c1ccc(N2CCN(c3ccc(C(F)(F)F)cn3)CC2)cc1
 : i | -7
Cc1ccc(NC(=O)c2noc3c2CCCCC3)cc1C
 : i | 14
CC(Oc1ccc(Br)cc1)C(=O)N1CCc2ccccc21 (configuration not stated)
 : i | -18
O=C(CNC(=O)c1ccco1)Nc1cc(Cl)ccc1N1CCOCC1
 : i | -30
O=Nc1c(O)n(Cc2cccc(C(F)(F)F)c2)c2ccccc12
 : i | -15
C[C@]12CCC(=O)CC1=CCC1C3CC=C(C#N)[C@@]3(C)CC[C@@]12O (some centres not stated)
 : i | -10
CN1CCN(C(=O)/C(=C/c2ccc([N+](=O)[O-])cc2)NC(=O)c2ccccc2)CC1
 : i | 3
O=C(CSc1ccc(-c2ccco2)nn1)Nc1ccccc1F
 : i | -39
NS(=O)(=O)c1ccc(NC(=O)CSc2ccccc2)cc1
 : i | -1
CSc1nnc(Nc2ccccc2C)s1
 : i | -10
CCSc1nc2ccccc2c(=O)n1OCC(=O)OC
 : i | -8
Cc1ccccc1NC(C)C(=O)N/N=C/c1c[nH]c2ccccc12 (configuration not stated)
 : i | 0
N#CCC(=O)Nc1ccc(C(=O)OCC(=O)Nc2ccccc2Sc2ccccc2)cc1
 : i | 0
C=CC[C@@H](CC(=O)N[C@H](CO)Cc1ccccc1)C(=O)N[C@@H](COC(=O)[C@@H](CC=C)Cc1ccc(F)cc1)Cc1c[nH]c2ccccc12
 : / | -19
COc1ccc(/C=C2\SC(=O)N(CCC(=O)NCCCn3ccnc3)C2=O)cc1
 : i | -18
CCOC(=O)C1CCN(C(=O)COC(=O)CSc2ccc(C(N)=O)cc2[N+](=O)[O-])CC1
 : i | -11
O=C1C=C(Nc2ccc(Cl)cc2)CC(c2ccccc2)C1 (configuration not stated)
 : i | -10
CC(=O)c1ccc(S(=O)(=O)Nc2ccc(-c3ccc4nnc(C)n4n3)cc2)cc1
 : i | -29
CCc1cc2c(NCC3CCCO3)ncnc2s1 (configuration not stated)
 : i | -3
CC(C)(C)OC(=O)N1CCC(c2cc(=O)n3[nH]c(-c4ccc(Cl)cc4)cc3n2)CC1
 : i | -8
CCC(=O)NNc1nc2c(Cl)cccc2s1
 : i | -7
CCOC(=O)c1c(C)c(C(=O)NCCc2ccccc2)c(C)n1C
 : i | -19
CN(CCc1ccccn1)C(=O)CCC1CCCN(C(=O)c2n[nH]c3c2CCCC3)C1 (configuration not stated)
 : i | -19
CN(C)CCCOC(=O)COc1ccc(Br)cc1
 : i | -19
CCc1nnc(NC(=O)CCC(=O)NCCc2ccccc2)s1
 : i | -7
CCO[C@H]1OC(C(=O)N2CCN(Cc3ccccc3)CC2)=C[C@@H](C2CCCCC2)[C@@H]1CCCO
 : i | -18
COc1cccc(C(=O)C2CCCN(C(=O)c3ccc(C#CC(C)(C)O)cc3)C2)c1 (configuration not stated)
 : i | -11
CCCC1=Nc2cc(C(=O)N3CCN(c4ccccn4)CC3)ccc2Sc2ccc(C)cc21
 : i | -35
CCOC(=O)C1CCN(Cc2ccc(OC)c(OCc3ccccc3)c2)CC1
 : i | -23
CCOc1ccc(S(=O)(=O)N2CCCC(C(=O)N3CCN(CC)CC3)C2)cc1Cl (configuration not stated)
 : i | -37
c1ccc(-c2cc3ncccc3cn2)cc1
 : / | -28

Next part.
Values in the order – CHT allo act | OX1R antagonist
COc1cccc(S(=O)(=O)Nc2cccc(C(=O)N3CCCCCC3)c2)c1
 : i | -13
CC1CCCCN1C(=O)c1ccc(C(=O)Nc2ccc(F)cc2)cc1 (configuration not stated)
 : i | -20
O=C1c2ccncc2C(=O)N1C1CCCCC1
 : i | 2
CCCCc1nc2ccccc2c(C(=O)O)c1C
 : i | 3
O=C(O)c1cccc(N/N=C/c2cn(-c3ccccc3)nc2-c2cccs2)c1
 : i | -13
CC(C)(C)N1CC(C(=O)Nc2ccc(S(=O)(=O)N3CCCCC3)cc2)CC1=O (configuration not stated)
 : i | -13
COc1ccc(C(CNC(=O)c2ccc(S(=O)(=O)N3CCCC3)cc2)N2CCOCC2)cc1 (configuration not stated)
 : i | -19
COc1ccc(OCCNC(=O)c2ccc(C)cc2)cc1
 : i | -15
CC(C)n1nc(C(=O)Nc2cccc(S(=O)(=O)N3CCCCC3)c2)c2ccccc2c1=O
 : / | -23
O=C(Nc1ccccc1C(=O)O)c1cc(S(=O)(=O)N2CCCCC2)cs1
 : i | -12
CCOC(=O)c1cc(C)n(-c2ccc(OC)c(OC)c2)c1C
 : i | -29
CCn1ccnc1C(O)c1cccc(OC)c1OC (configuration not stated)
 : i | -10
O=C(NC1CCCCCC1)c1cc(S(=O)(=O)N2CCOCC2)ccc1N1CCCCC1
 : i | -29
C=C(C)c1sc(-c2ccc(Cl)cc2)nc1C
 : i | -18
Cc1cc(NC(=O)CSc2nnnn2Cc2ccccc2)no1
 : i | 0
O=C(O)c1ccc(N/N=C/c2cn(Cc3ccccc3F)c3ccccc23)cc1
 : i | 8
Cc1ccc(/C=C2\SC(=S)N(CC(=O)Nc3ncc(Cc4ccccc4Cl)s3)C2=O)cc1
 : i | -9
Clc1ccc2c(N/N=C/c3cccc(Br)c3)ccnc2c1
 : i | 12
O=C(NCc1ccc(Cl)cc1)C1CCN(c2cnccn2)CC1
 : i | -25
COCCNC(=S)N/N=C(\C)c1cccc(OC)c1
 : i | 2
Cc1ccccc1NC(=O)N1CCN(C/C=C/c2ccccc2)CC1
 : i | -10
CC(C)(CO)CNC(=O)c1ccc2nc(Cc3cccc(Cl)c3)oc2c1
 : i | -23
CC1(C)Cc2c(sc(NC(=O)C(=O)NCCCN3CCOCC3)c2C(N)=O)CO1
 : i | -7
CCCN(c1ccc(C(=O)OC)cc1)S(=O)(=O)c1ccccc1
 : i | -13
Oc1c(I)cc(I)c2cccnc12
 : i | 17
O=C(Nc1ccc(Oc2ccccc2)cc1)C1CCN(c2ncccn2)CC1
 : i | -21
COc1cccc(CN2CCN(C(=O)c3cc(-c4ccccn4)nc4ccc(Cl)cc34)CC2)c1
 : i | -22
N#C/C(C(=S)Nc1ccccc1)=C1/NN=C(N2CCOCC2)N1c1ccccc1
 : i | -8

Copied from the results shown for reference:
Values in the order – CHT allo act | OX1R antagonist
O=C(O)c1ccc(N/N=C/c2cn(Cc3ccccc3F)c3ccccc23)cc1
 : i | 8
Cc1ccc(/C=C2\SC(=S)N(CC(=O)Nc3ncc(Cc4ccccc4Cl)s3)C2=O)cc1
 : i | -9
Clc1ccc2c(N/N=C/c3cccc(Br)c3)ccnc2c1
 : i | 12
O=C(NCc1ccc(Cl)cc1)C1CCN(c2cnccn2)CC1
 : i | -25
COCCNC(=S)N/N=C(\C)c1cccc(OC)c1
 : i | 2
Cc1ccccc1NC(=O)N1CCN(C/C=C/c2ccccc2)CC1
 : i | -10
CC(C)(CO)CNC(=O)c1ccc2nc(Cc3cccc(Cl)c3)oc2c1
 : i | -23
